PLK1 PBD inh = inhibitors of human Plk1 polo box domain binding | P53350 | Plk1 PBD phosphopeptide binding, fluorescence polarization | inhibition, %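 (tested at about 20 µM)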 | hit rate 0.13% among 97,000; in the data active = inhibition above about 34%, passing the limit was not always enough
Candida biofilm = kills Candida albicans biofilms. C. albicans biofilm + clotrimazole, Alamar Blue. inhibition, % at 6 µM. hit rate 0.14% among 85,000. AID 834;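 active = inhibition above 20%; inactive = inhibition below 20%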;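 also: preformed 24 hr biofilms exposed to compound for 48 hr; 0% = biofilm without compound and 100% = blank killed by clotrimazole plus chlorhexidine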
PLK1 kinase inh = inhibitors of human PLK1 kinase. recombinant PLK1 kinase, TR-FRET peptide phosphorylation. inhibition, % at 10 µM. hit rate 0.53% among 97,000. AID 619;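 active = inhibition of 50% or more in the single-concentration screen; inactive = inhibition below 50%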;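 also: 0% = DMSO max control and 100% = H-89 dihydrochloride min control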
HIV Rev-RRE inh = inhibitors of HIV-1 Rev-RRE RNA interaction; P05866; Rev peptide-RRE RNA binding, FRET; inhibition, % at 8 µM; hit rate 0.79% among 97,000;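 active = inhibition above the screen-wide mean plus 3 SD, cut at about 35% in these data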;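 also: 0% = median DMSO wells and 100% = median Neomycin B control wells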
Target sequence (P05866 whole entry, looked up): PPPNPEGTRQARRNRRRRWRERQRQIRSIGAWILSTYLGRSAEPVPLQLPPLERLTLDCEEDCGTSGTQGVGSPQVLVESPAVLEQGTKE
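Test system: labelled RRE RNA duplex and labelled Rev peptide. Times: 5 min compound–RNA preincubation, then 15 min with peptide, 25 °C. Doses: single-dose 8 µM. Measured by: FRET, excitation 480 nm, emission 540 nm donor and 671 nm acceptor. Measure: % inhibition of FRET ratio versus controls.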
LYP inh 2 = blocks human PTPN22 phosphatase activity; inhibition, % at 2 µM; hit rate 0.21% among 96,000; recombinant LYP catalytic domain, DiFMUP fluorescence;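 active = inhibition at 2 µM at or above a set limit, the screen mean plus 3 SD, cut at about 24% in these data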;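 also: 0% = DMSO with enzyme and 100% = enzyme fully blocked by orthovanadate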
CYP2C9 activ = CYP2C9 (human) activation | recombinant CYP2C9, luciferin-H conversion, luminescence; stronger effect = higher value; factor 1 = untreated enzyme, 0 = blocked | AID 1024 | hit rate 1.4% among 96,000 | activation factor at 5 µM | P11712;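 active = activation factor of 2 or more for CYP2C9 at a 5 µM dose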;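 also: 0 = sulfaphenazole-blocked wells and 1 = vehicle-only wells; values of inactives mirror those of a sister screen read the other way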
PTPN22 act = LYP (human) phosphatase activation; Q9Y2R2; recombinant LYP, DiFMUP fluorescence; 0 = plate median, 100 = signal doubled; activation, % at 2 µM; hit rate 0.11% among 96,000; AID 697;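 active = activation at 2 µM above a set limit, the mean plus 5 SD, cut at about 37% in these data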
CYP2C9 inh = blocks human cytochrome P450 2C9 | CYP2C9 Supersomes, luciferin-H conversion, luminescence | inhibition, % at 5 µM | hit rate 20% among 96,000 | P11712;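 active = blocking of liver enzyme CYP2C9 beyond about 50% at 5 µM, limit read from the data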; also: values of inactives mirror those of a sister screen read the other way
EphB4 antag = blocks human EphB4 binding to ephrin-B2. P54760. EphB4 LBD / TNYL-RAW-Alexa532 peptide, fluorescence polarization. inhibition, % at 7 µM. hit rate 0.15% among 97,000;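 active = inhibition above the screen-wide mean inhibition plus 3 SD, cut at about 15% in these data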;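 also: 0% = DMSO wells and 100% = excess unlabeled TNYL-RAW peptide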
Target sequence (P54760 whole entry, looked up, the tested form may be a part): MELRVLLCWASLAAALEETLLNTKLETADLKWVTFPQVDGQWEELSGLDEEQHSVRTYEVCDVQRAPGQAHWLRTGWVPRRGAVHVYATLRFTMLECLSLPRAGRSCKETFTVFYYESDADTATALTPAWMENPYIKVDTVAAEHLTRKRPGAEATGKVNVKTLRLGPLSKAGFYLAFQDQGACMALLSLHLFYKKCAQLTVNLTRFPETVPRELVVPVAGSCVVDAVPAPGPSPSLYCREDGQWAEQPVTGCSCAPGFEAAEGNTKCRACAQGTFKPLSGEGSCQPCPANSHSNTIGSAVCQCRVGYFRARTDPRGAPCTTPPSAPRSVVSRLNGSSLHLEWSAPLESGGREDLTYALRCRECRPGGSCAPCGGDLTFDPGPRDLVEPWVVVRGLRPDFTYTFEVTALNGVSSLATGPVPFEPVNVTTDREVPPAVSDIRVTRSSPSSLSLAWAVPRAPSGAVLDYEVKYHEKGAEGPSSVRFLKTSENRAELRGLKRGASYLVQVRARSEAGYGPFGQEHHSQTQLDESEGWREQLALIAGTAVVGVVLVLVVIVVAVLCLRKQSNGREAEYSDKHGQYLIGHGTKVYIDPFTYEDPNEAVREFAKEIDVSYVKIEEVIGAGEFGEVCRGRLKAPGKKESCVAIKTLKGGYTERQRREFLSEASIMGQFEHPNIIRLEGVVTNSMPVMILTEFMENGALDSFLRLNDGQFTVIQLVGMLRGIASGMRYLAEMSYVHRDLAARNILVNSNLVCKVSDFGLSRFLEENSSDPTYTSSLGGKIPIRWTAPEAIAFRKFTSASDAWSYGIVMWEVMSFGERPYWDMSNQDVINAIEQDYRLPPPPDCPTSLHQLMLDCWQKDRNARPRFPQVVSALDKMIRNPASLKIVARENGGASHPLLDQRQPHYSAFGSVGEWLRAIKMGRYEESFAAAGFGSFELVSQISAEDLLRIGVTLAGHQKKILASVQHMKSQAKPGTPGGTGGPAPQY
Starred values were filed as active, the others as inactive; / = not tested or not shown.

SMILES	PLK1 PBD inh	Candida biofilm	PLK1 kinase inh	HIV Rev-RRE inh	LYP inh 2	CYP2C9 activ	PTPN22 act	CYP2C9 inh	EphB4 antag
C=CCN1C(=O)CN=C1Nc1cccc(C)c1	-14	-1	5	5	-8	1.2	5	-17	1
C(=N\n1cnnc1)/c1ccc(OC2CSC2)cc1	12	7	-9	3	-14	0.1	10	85*	1
Cc1ccc(-c2cc(C(=O)Nc3nn[nH]n3)c3ccccc3n2)c(C)c1	12	/	7	4	5	0.8	1	24	6
O=C(NCCc1ccccc1)NC1CCCCC1	-9	3	-7	4	0	0.8	0	16	-3
CCOC(=O)c1sc2nccc(N(C)C)c2c1N=CNOCc1ccccc1	10	3	-7	10	-5	0.3	6	72*	-8
O=C(N/N=C/c1ccc2ccccc2c1)c1ccc(COc2ccc3c(c2)CCC3)o1	-20	/	-11	5	33*	0.5	-31	48	-8
COc1ccc(N2CCN(Cc3nc(N)nc(Nc4ccc(C)c(Cl)c4)n3)CC2)cc1	-24	7	0	4	-1	0.3	0	68*	5
O=C(Nc1ccc(-c2nc3ccccc3o2)cc1)c1ccc(N2C(=O)C3C4C=CC(C4)C3C2=O)cc1 (stereo not drawn)	-5	2	-17	-1	-3	0.9	5	7	-2
Cc1nn(Cc2ccc(Cl)cc2)c(C)c1NC(=O)c1cc(-c2ccc3c(c2)OCO3)on1	-4	9	-3	-1	10	0.5	-12	54*	1
CC(C)NC(=O)Cn1c(SCC(=O)c2ccc(F)cc2)nc2ccccc21	3	4	-12	7	6	/	-6	/	7
COc1cccc(OC)c1C(=O)N1CCOCC1	-7	12	-2	-1	0	/	4	/	-12
CC1Cc2ccccc2N1C(=O)COc1nc2ccccc2nc1N1CCOCC1 (stereo not drawn)	1	0	-8	10	8	0.5	-8	47	4
O=c1cc2n(c(=O)[nH]1)CCC1=C2CCCC1	4	9	5	5	4	0.9	-5	5	-5
COc1ccc(C2CC(=O)C=C(NC3CCCC3)C2)cc1 (stereo not drawn)	18	8	-14	-2	-1	/	0	/	1
Cc1ccc(Cn2c(CN3CC(C)OC(C)C3)nc3c2c(=O)n(C)c(=O)n3C)cc1 (stereo not drawn)	-5	8	-15	6	-7	0.8	3	15	0
Cc1ccc(C2NC(=O)NC(O)(C(F)(F)F)C2C(=O)c2cccs2)o1 (stereo not drawn)	7	11	-11	4	7	/	-5	/	1
CC(C)N1C(=O)C2C(C(=O)NC3CCCCC3)C3C=CC2(O3)C1C(=O)NC1CCCC1 (stereo not drawn)	10	9	-7	-2	-2	1.1	0	-8	1
O=C(Nc1nc(-c2ccc(Cl)cc2)cs1)c1cccnc1	-23	5	-17	4	4	0.6	-1	40	-3
Cn1nc(C(=O)Nc2nc3ccc(S(C)(=O)=O)cc3s2)ccc1=O	-6	/	-11	-2	11	0.7	-12	26	-4
CN(C)S(=O)(=O)c1cccc(C(=O)OCC(=O)Nc2ccccc2OC(F)F)c1	-44	-4	1	8	7	0.9	-4	6	4
Cc1cc(-c2cccc([N+](=O)[O-])c2)nc2ccc3ccccc3c12	-27	/	-4	9	17	1.1	-12	-11	-4
CCOC(=O)C1CCN(S(=O)(=O)c2ccc(Br)c(OCC)c2)CC1	5	6	-6	6	-10	1.1	5	-13	-2
Cc1cc2cc(C=O)c(Cl)nc2cc1C	19	/	-13	6	0	0.9	4	7	1
CCCn1c(N2CCN(CC(=O)c3c(C)n(C)c4ccccc34)CC2)nc2c1c(=O)[nH]c(=O)n2C	0	0	-2	-5	-10	0.8	8	20	0

An excerpt from above, limited to PLK1 PBD inh and Candida biofilm.
canonical_smiles,PLK1 PBD inh,Candida biofilm
Cn1nc(C(=O)Nc2nc3ccc(S(C)(=O)=O)cc3s2)ccc1=O,-6,/
CN(C)S(=O)(=O)c1cccc(C(=O)OCC(=O)Nc2ccccc2OC(F)F)c1,-44,-4

Further structures
SMILES	PLK1 PBD inh	Candida biofilm	PLK1 kinase inh	HIV Rev-RRE inh	LYP inh 2	CYP2C9 activ	PTPN22 act	CYP2C9 inh	EphB4 antag
CCCn1c(SCC(N)=O)nnc1C(C)C	7	9	-5	3	-3	1.1	1	-8	-4
O=C(NCc1cccnc1)c1ccc(COc2ccccc2Br)o1	-8	-1	-1	8	-1	0.4	4	61*	-6
Cc1sc2nc(C3CC3)nc(SCC(=O)N3c4ccccc4CC3C)c2c1C (stereo not drawn)	4	/	-9	10	-2	0	2	99*	1
Cc1nc(SCC(=O)c2cccc([N+](=O)[O-])c2)n[nH]1	30	/	-1	9	0	1	6	4	-1
CCOC(=O)c1sc2nc(N3CCOCC3)c3c(c2c1N)CCN(Cc1ccccc1)C3	-20	1	-22	11	-26	0.9	29	9	-1
Cc1ccc(/C=N/N2CCN(Cc3ccccc3)CC2)o1	-12	1	-5	4	9	0.9	-6	8	6
CCNC(=O)CSc1nc2ccccc2c(=O)n1OC	18	3	-8	10	-27	1.1	28	-7	0
C1=C(c2ccccc2)N2CCN=C2S1	-24	6	-6	9	8	0.9	-6	7	2
COC(=O)c1c(NC(=O)c2cnccn2)sc2c1CCC2	-1	/	-7	9	0	0.8	-1	22	7
Cc1nc(NCc2ccccc2)[nH]c(=O)c1CCC(C)C	6	5	-10	13	3	0.8	-3	23	-9
Cc1ccc(N2C(=O)CC2(C#N)c2ccc(OCc3ccccc3)cc2)cc1 (stereo not drawn)	6	/	-8	11	5	0.4	-2	62*	1
Cc1cc(NC(=O)c2c(F)cccc2Cl)n(-c2nc3ccccc3[nH]2)n1	5	4	3	13	-3	0.1	0	95*	3
Cn1c(=O)oc2cc(S(=O)(=O)NCC3CCCO3)ccc21 (stereo not drawn)	16	6	-8	53*	0	/	-1	/	2
COc1ccc(/C(C)=C2/SC(=S)N(CCC(=O)O)C2=O)cc1	-7	3	-8	1	1	0.9	1	5	-2
COc1cc(CC(=O)O)c(C(C)=O)cc1OC	18	/	-10	4	3	1	-4	-3	-1
COc1ccc(-c2cc(C(=O)N3CCN(c4ccccc4)CC3)no2)cc1OC	17	4	5	9	4	0.9	-2	11	4
COc1ccc(/C=C/C(=O)c2ccccc2)cc1COc1ccc(F)cc1	0	/	-12	15	2	0.4	1	65*	-9
O=C(O)CCCC(=O)Nc1cccc2cccnc12	-13	/	-7	11	3	0.9	-5	9	-1
COc1cccc(NC(=O)c2oc3ccccc3c2NC(=O)C2CC2)c1	-27	2	-3	9	-6	0.7	4	29	-3
COc1ccc2c(c1OC)C(=O)N(c1cccc(C)c1)C2	-7	4	-12	11	-4	1.2	3	-18	5
NS(=O)(=O)c1ccc(NC(=O)N[C@@H](Cc2ccccc2)C(=O)O)cc1	-3	5	-2	8	-1	/	4	/	5
O=C1c2ccccc2C(=O)c2c1cccc2N1CCN(CCO)CC1	-3	/	2	7	6	0.7	-1	32	-10
CCOC(=O)C1=C(CS(=O)(=O)c2ccccc2)NC(=O)NC1c1ccccc1OCC (stereo not drawn)	5	4	-11	1	-6	0.8	2	17	-6
Cc1cccc(-c2nc(CN3CCCC(C(=O)NC4CCCCCC4)C3)c(C)o2)c1 (stereo not drawn)	12	4	-1	-3	-3	0.6	2	44	0
Cc1ccc(C(=O)COC(=O)CNC(=O)Cc2ccccc2)cc1[N+](=O)[O-]	2	/	-3	9	7	1.1	-4	-8	12
Brc1ccccc1OCCCN1CCOCC1	16	2	-13	5	9	/	-7	/	3
CNC(=O)c1ccccc1NC(=O)c1ccco1	-3	2	-8	0	-5	/	5	/	-6
COc1ccc(/C=N/n2c(=O)[nH]c3c([nH]c4ccc(Br)cc43)c2=O)cc1CN1CCOCC1	-11	/	3	5	8	0.8	-5	24	-10
COc1ccc(CCNC(=O)Cc2ccc(OCc3ccccc3)c(OC)c2[N+](=O)[O-])cc1OCc1ccccc1	8	/	-12	7	-5	0.1	8	90*	-2
Cc1ccc2oc(=O)c3cnn(CC(=O)N4CCN(c5ccccc5)CC4)c3c2c1	3	9	-8	8	-4	0.9	4	6	3
O=C(O)c1[nH]c2ccc(Cl)cc2c1CC(=O)N1CCN(C(=O)c2ccco2)CC1	8	7	-9	-2	-2	0.5	3	46	-4
CN(C(=S)Nc1ccc(F)cc1)C1(c2ccccc2Cl)CCCCC1=O (stereo not drawn)	5	5	-5	1	2	0.8	0	24	-4
Cc1cc(Cl)ccc1OCC(=O)Nc1ccccc1CO	29	5	-9	3	-11	0.7	8	25	-5
Cc1cccc(-c2nc(CSCC(=O)NCc3cccs3)c(C)o2)c1	-1	-1	-10	10	22	0.7	-19	26	1
COc1cccc(C2CC(=O)NC(SC)=C2C#N)c1 (stereo not drawn)	-1	6	69*	9	/	0.4	/	62*	0
CC(C)(C)n1[nH]c2c3c(ccc2c1=O)C(=O)c1ccccc1C3=O	-6	2	6	6	9	0.6	-8	43	5
CCOC(=O)CN1CC23C=CC(O2)C(C(=O)O)C3C1=O (stereo not drawn)	15	-1	-11	4	1	1	-1	-1	-7
COC(=O)C1=C(C)N=c2s/c(=C3\C(=O)Nc4ccccc43)c(=O)n2C1c1ccccc1 (stereo not drawn)	-26	10	-2	-2	0	/	-3	/	8
CCCCC(=O)Nc1nc2c(OC)ccc(OC)c2s1	-17	1	-274	3	/	0.8	/	19	-6
NC(=O)CSc1nc2c(sc3ccccc32)c(=O)n1CCCN1CCOCC1	4	9	6	-2	5	1	-7	5	1
CC1(C)CC(OC(=O)c2ccco2)CC(C)(C)N1O	3	3	-7	16	7	0.8	-10	19	7
CN1CCCCCC1=Nc1ccccc1C#N	19	/	-5	5	-5	1	5	2	2
Cc1cc(NC(=O)Nc2ccccc2)n(-c2ccccc2)n1	1	2	-1	7	2	0.9	-3	14	1
COc1cc(S(=O)(=O)NCc2cccnc2)ccc1F	17	7	-13	2	10	1.3	-8	-27	1
CCN1CCCC1CNC(=O)CSc1cc(=O)n(C)c2cc(Cl)ccc12 (stereo not drawn)	-6	8	4	-6	-20	1.1	18	-8	-6
CCCc1c(C)c2ccccc2[nH]c1=O	-13	-2	-10	5	-2	1.3	1	-29	5
CC(=O)Oc1ccc(/C=N/NC(=O)C2CCCN2S(=O)(=O)c2ccc(Cl)cc2)cc1 (stereo not drawn)	9	/	-11	3	-4	0.9	4	7	-2
O=C(Cn1cnc2c(cnn2-c2ccc(F)cc2)c1=O)N1CCN(c2ccccc2F)CC1	-22	10	-5	5	2	1	-4	4	-3
OC(COCc1ccc2c(c1)OCO2)CN1CCN(Cc2ccccc2)CC1 (stereo not drawn)	-6	-2	-12	3	10	0.8	-9	23	1
CCN1CCN(C2=NC(=O)/C(=C/c3ccc(C)o3)S2)CC1	2	/	-1	11	0	1.5	-1	-48	6
CCCCOCCCNC(=O)C1CCCCC1	-8	10	-9	4	0	1	-1	-3	7
CN1C(=O)C(O)(CC(=O)c2ccncc2)c2ccccc21 (stereo not drawn)	-15	2	-2	0	-2	0.9	6	9	-3
N#Cc1cnc(SCC(=O)Nc2ccccc2C(F)(F)F)nc1N	12	11	-5	10	1	/	2	/	-1
CCOc1ccc(NC(=O)c2ccco2)cc1	18	7	-7	4	-34	0.9	27	5	-7
O=C(NCCCN1CCOCC1)C1(c2ccccc2)CCCC1	12	8	12	-1	11	0.8	-11	18	1

Three of the entries above in order of the PLK1 PBD inh value, high to low.
Compound	PLK1 PBD inh	PLK1 kinase inh	HIV Rev-RRE inh	LYP inh 2	CYP2C9 activ	PTPN22 act	CYP2C9 inh	EphB4 antag
Cn1c(=O)oc2cc(S(=O)(=O)NCC3CCCO3)ccc21 (stereo not drawn)	16	-8	53*	0	/	-1	/	2
CCOC(=O)CN1CC23C=CC(O2)C(C(=O)O)C3C1=O (stereo not drawn)	15	-11	4	1	1	-1	-1	-7
CC(C)(C)n1[nH]c2c3c(ccc2c1=O)C(=O)c1ccccc1C3=O	-6	6	6	9	0.6	-8	43	5

Screening data (PubChem BioAssay)
